# IL-2 act: activators of IL-2 | IL-2 activation reporter assay, cell-based qHTS; stimulated with anti-CD3/CD4/CD28 beads; in transgenic mouse T cells | activation, % (series mostly up to about 46 µM) | 0.065% of 360,000 active; in the data active means activation above about 50%; inconclusive means mostly about 30% to 49%; further: 0% is about no effect
#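 Quantitative HTS in unstimulated transgenic mouse T cells, with memory T cells as non-tolerant control and PMA/ionomycin as tolerance-bypass control. Compound pretreatment lasted 60 minutes before 18 h bead stimulation; EGFP/DsRed fluorescence read.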
# PTHR1 ag: PTHR1 (human) receptor agonism; HEK293 GP2 PTHR1 cells, GloSensor cAMP luminescence, 1 h; Potency, µM (titrated, usually from 115 µM), without a hit: at the highest dose activation, most hits filed as activators; 0.075% of 410,000 active; further: potency means the concentration at half of the fitted maximal effect; nearly all actives have a fitted effect of over 55% in size; some results filed as inactive show a strong effect at the top dose; inactives centre near -15; many of its hits are not listed in these tables
#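 HEK-293-derived GP2 cells expressing PTHR1 and a GloSensor cAMP reporter, 3,000/well, plated overnight, given luciferin plus IBMX (each 0.5 mM as added) for 1 h at 37 °C, then compound for 1 h at 37 °C. Luminescence was read after 15 min at room temperature.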
# EPAC1 antagonist: blocks human EPAC1 exchange factor; EPAC1 GEF assay, Rap1b-BODIPY-GDP exchange fluorescence; Potency, µM (top dose mostly 115 µM), without a hit: top-dose activity change, negative = inhibition, usual class: inhibitors; 0.14% of 360,000 active; AID 720709;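 further: potency means the concentration at half of the fitted maximal effect; plate controls were vehicle for no effect and positive control for full effect; nearly all actives have a fitted effect of over 50% in size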
# Target sequence (O95398 whole entry, looked up): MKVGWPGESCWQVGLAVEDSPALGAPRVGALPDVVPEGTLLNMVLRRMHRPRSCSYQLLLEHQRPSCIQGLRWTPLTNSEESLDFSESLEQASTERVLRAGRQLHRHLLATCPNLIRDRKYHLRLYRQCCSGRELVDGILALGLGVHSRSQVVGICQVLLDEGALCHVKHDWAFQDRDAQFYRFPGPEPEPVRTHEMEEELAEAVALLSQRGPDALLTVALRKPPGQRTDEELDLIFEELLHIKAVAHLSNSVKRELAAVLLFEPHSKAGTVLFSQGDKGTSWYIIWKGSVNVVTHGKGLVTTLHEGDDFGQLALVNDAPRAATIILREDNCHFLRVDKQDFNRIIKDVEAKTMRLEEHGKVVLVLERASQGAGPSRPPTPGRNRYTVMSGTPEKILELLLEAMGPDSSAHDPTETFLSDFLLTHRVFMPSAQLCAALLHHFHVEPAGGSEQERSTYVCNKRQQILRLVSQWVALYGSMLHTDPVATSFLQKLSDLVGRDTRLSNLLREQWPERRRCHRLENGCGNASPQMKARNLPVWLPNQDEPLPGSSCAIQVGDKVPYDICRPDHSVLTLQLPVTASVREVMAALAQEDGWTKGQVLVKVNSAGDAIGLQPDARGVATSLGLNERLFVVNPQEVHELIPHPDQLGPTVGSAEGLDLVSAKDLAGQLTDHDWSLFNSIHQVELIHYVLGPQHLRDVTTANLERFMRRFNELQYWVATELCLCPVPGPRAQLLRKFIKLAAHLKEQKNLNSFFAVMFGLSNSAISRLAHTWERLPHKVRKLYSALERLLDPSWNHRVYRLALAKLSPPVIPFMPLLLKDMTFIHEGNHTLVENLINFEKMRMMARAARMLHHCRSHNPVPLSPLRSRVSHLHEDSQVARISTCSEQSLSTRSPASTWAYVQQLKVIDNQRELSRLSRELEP
# GLP1R cytotox: cytotoxic in the GLP-1 receptor inverse agonist counter-screen; 0.13% of 410,000 active; HEK293 cAMP-luciferase reporter cells, luminescence, 24 h; AID 624418; Potency, µM (series often up to 38.3 µM), for the others: at the highest dose activity change, negative = inhibition, most hits filed as inhibitors;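 further: loss of luciferase light is scored as toxicity; potency means the concentration at half of the fitted maximal effect; on the % scale 0 is the no-effect control and ±100 the full control effect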
#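 Luminescence readout: signal drop marks cytotoxicity. Plated cells grew 12 h at 37 °C, 5% CO2, received 23 nL compound for 24 h, then got luciferase reagent, read after 12 min at RT.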
# GLP1R ag: agonists of human GLP-1 receptor. P43220. HEK293 GLP-1R CRE-luciferase, luminescence, 4-6 h; cells express a hypersensitive GLP-1R form. Potency, µM (top dose mostly 45.6 µM), for inactives: at the highest dose activation, most hits filed as activators. 0.007% of 380,000 active. AID 624172; further: potency means the concentration at half of the fitted maximal effect; % of control where 0% means no effect
# PLK1 PBD block: blocks phosphopeptide binding to human PLK1 polo-box domain | Potency, µM, for inactives: max response, negative = inhibition, hits mostly inhibitors | AID 720504 | 2.8% of 360,000 active | Plk1 PBD binding of FITC phosphopeptide, fluorescence polarization | P53350; further: potency means the concentration at half of the fitted maximal effect; series mostly up to about 57 µM; on the % scale 0 is the no-effect control and ±100 the full control effect; nearly all actives have a fitted effect of over 65% in size
# PI5P4K alpha inh: PI5P4K alpha (human) kinase inhibition; P48426; AID 652105; PI5P4Kalpha enzyme, ADP-Glo luminescence, 60 min; hits give low values; 1.2% of 330,000 active; max response, %; active means max response of -50% or lower; inconclusive means between -30% and -50%; inactive means -30% or higher; further: value at the top dose of about 77 µM; on the % scale 0 is the no-effect control and ±100 the full control effect
#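 Enzyme plus substrate dispensed, test compounds pinned in, then ATP (5 microM final) added. After 60 min at RT, ADP-Glo reagent 1 for 45 min and reagent 2 for 30 min preceded luminescence imaging.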
# EPAC1 agonist: agonists of human EPAC1; O95398; EPAC1 agonist qHTS, biochemical assay; response scale: 100% = response to 6.5 mM cAMP; Potency, µM (titrated, usually from 154 µM), inactives show top-dose activation, usual class: activators; 0.073% of 360,000 active; AID 720707; further: potency means the concentration at half of the fitted maximal effect; nearly all actives have a fitted effect of over 60% in size
#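 Compounds were pinned as a concentration titration into mixtures of EPAC1 (100 nM), BODIPY-GDP-loaded Rap1B (250 nM) and GDP (50 uM). After 5 min at room temperature, fluorescence was followed for 30 min; activity was scaled to 6.5 mM cAMP.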
# GLP-1R inv ag: inverse agonists of human GLP-1 receptor; HEK293 GLP-1R CRE-luciferase, luminescence, 24 h; GLP-1R form is constitutively active; P43220; 1.6% of 410,000 active; AID 624417; Potency, µM (series often up to 38.3 µM), without a hit: at the highest dose activity change, negative = inhibition, most hits filed as inhibitors; further: potency means the concentration at half of the fitted maximal effect; on the % scale 0 is the no-effect control and ±100 the full control effect; nearly all actives have a fitted effect of over 55% in size
#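 Stable HEK293 clone (constitutively active GLP-1R + cAMP-response luciferase); 200 cells/uL plated, 12 h pre-culture, compound 24 hr, 37 deg C/5% CO2; detection reagent 12 min RT; luminescence.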
# * = called active by the depositor; i = inactive; ? = inconclusive; nt = no result given; [ ] = remark or other dose. Unless noted, the call rests on the fitted dose curve; in most records, active means well fitted curve in the direction sought with a large enough effect; inconclusive means small, poorly fitted or top-dose-only effect, or another doubt; inactive means no such curve, though single readings can be large; an effect the other way counts as inactive or inconclusive. This is a subset; rates above refer to the full screens.
1	COC(=O)[C@@]12CCCCN1[C@H](c1ccc(-c3ccc(F)cc3)cc1)[C@H]1C(=O)N(C)C(=O)[C@H]12
2	O=C(N/N=C/c1cccc(OCc2ccccc2)c1)c1ccc(Br)cc1
3	COc1ccc(CN(C)C(=O)c2ccc3c(=O)n4c(nc3c2)CCC4)c(OC)c1
4	COc1ccc(C)cc1NC(=O)CSc1ccc(-c2sc(C)nc2C)nn1
5	Cn1cnnc1SCC(=O)Nc1ncc(C(F)(F)F)cc1Cl
6	Cc1cc(C)n2c(NC3CCCC3)c(-c3cc4ccccc4o3)nc2n1

entry no.,1,2,3,4,5,6
IL-2 act,-0.6,-3.5,-0.4,-2.9,1.5,-0.1
PTHR1 ag,-11%,-24%,-24%,-31%[inhibitor],i,-32%[inhibitor]
EPAC1 antagonist,-6%,-6%,-3%,-30%,-4%,-18%
GLP1R cytotox,-36%,-20%,-4%,-7%,7%,0%
GLP1R ag,6%,2%,8%,8%,-6%,14%
PLK1 PBD block,6%,-1%,-3%,-12%,0%,8%
PI5P4K alpha inh,21,3,-4,2,1,-2
EPAC1 agonist,13%,8%,5%,7%,14%,-3%
GLP-1R inv ag,-7%,2%,10%,59%[activator],5%,0%

7	CCOC(=O)N1CCC(NC(=O)CS(=O)Cc2nc(-c3ccc(OC)c(OC)c3)oc2C)CC1 (stereo not given)
8	O=C(Nc1ccc(S(=O)(=O)N2CCCCC2c2cccnc2)cc1)c1c(F)cccc1F (stereo not given)
9	CC1(C(=O)O)CCCN(C(=O)c2ccc(OC(F)F)cc2)C1 (stereo not given)
10	Cc1ccc(C)c(N(C)C(=O)c2cc3c(=O)[nH]c4ccc(C)cc4c3s2)c1
11	COc1ccc(Br)cc1CN1CCN(c2ncccn2)CC1
12	CCOC1(OCC)C(c2ccc(Cl)cc2)C(C#N)(C#N)C1(OCC)OCC (stereo not given)

entry no.,7,8,9,10,11,12
IL-2 act,-3.1,0.1,0.3,-0.3,-1.8,-3.8
PTHR1 ag,-3%[57.5 µM],-18%,-5%,i,i,-35%[inhibitor]
EPAC1 antagonist,-2%,-13%,6%,1%,-14%,-7%
GLP1R cytotox,8%,1%,1%,-4%,-5%,?
GLP1R ag,24%,-5%,-5%,4%,16%,-6%
PLK1 PBD block,-9%,?,1%,0%,3%,-4%
PI5P4K alpha inh,-1,6,-8,-1,4,10
EPAC1 agonist,-4%,7%,-10%,-4%,1%,15%
GLP-1R inv ag,0%,7%,7%,30%[activator],?,?

# Among those listed so far, 2 have bromine.
2	O=C(N/N=C/c1cccc(OCc2ccccc2)c1)c1ccc(Br)cc1
11	COc1ccc(Br)cc1CN1CCN(c2ncccn2)CC1

entry no.,2,11
IL-2 act,-3.5,-1.8
PTHR1 ag,-24%,i
EPAC1 antagonist,-6%,-14%
GLP1R cytotox,-20%,-5%
GLP1R ag,2%,16%
PLK1 PBD block,-1%,3%
PI5P4K alpha inh,3,4
EPAC1 agonist,8%,1%
GLP-1R inv ag,2%,?

# Additional compounds:
13	COc1ccc(CCNC(=O)c2ccc(Cn3c(=O)c4ccccc4n(CC(=O)C(C)(C)C)c3=O)cc2)cc1OC
14	CNC(=O)c1ccsc1NC(=O)c1coc2ccccc2c1=O
15	COc1ccccc1CNC(=O)c1sccc1-c1ccccc1
16	CCOCCCN1C(=O)C(=O)N(CC(=O)N2c3ccccc3NC(=O)CC2C)C1=O (stereo not given)
17	COc1ccccc1CNCC(=O)Nc1ccccc1-n1cccc1
18	O=C(c1ccc(Cl)c(S(=O)(=O)N2CCCC2)c1)N1CCN(c2ncccn2)CC1

entry no.,13,14,15,16,17,18
IL-2 act,nt,-3.1,0.5,-0.5,0.7,1.2
PTHR1 ag,i,-26%,i,i,i,i
EPAC1 antagonist,nt,7%,-12%,5%,-3%,-8%
GLP1R cytotox,-2%,-9%,4%,-6%,-3%,3%
GLP1R ag,4%,2%,21%,-15%,7%,17%
PLK1 PBD block,nt,-7%,3%,4%,0%,-2%
PI5P4K alpha inh,nt,-7,3,2,4,-5
EPAC1 agonist,nt,-7%,9%,9%,0%,-1%
GLP-1R inv ag,4%,-11%,?,7%,-13%,12%

19	CSc1ccc(CN2CCC2(C)C(=O)Nc2cnc3ccccc3c2)cc1 (stereo not given)
20	CCc1ccccc1NC(=O)NCCN1CCCCC1
21	COc1ccc(/C=C2\Oc3cc(OC(=O)N4CCOCC4)ccc3C2=O)cc1
22	N/C(=N\OC(=O)C(c1ccccc1)c1ccccc1)c1ccncc1
23	CC1CCCC(C)N1C(=O)c1ccc2c(c1)S(=O)(=O)c1ccccc1C2=O (stereo not given)
24	CCc1ccc(S(=O)(=O)NCCc2cn3ccccc3n2)s1

entry no.,19,20,21,22,23,24
IL-2 act,-0.5,-2.4,-0.7,-0.2,-2.2,-0.3
PTHR1 ag,-27%,-1%,i,i,-12%,i
EPAC1 antagonist,-25%,-3%,2%,?,-11%,3%
GLP1R cytotox,-10%,-3%,5%,26%,5%,-2%
GLP1R ag,-1%,5%,8%,15%,?,8%
PLK1 PBD block,4%,2%,5%,-13%,-8%,-8%
PI5P4K alpha inh,2,1,0,-7,-5,-7
EPAC1 agonist,2%,-8%,1%,11%,4%,0%
GLP-1R inv ag,?,11%,1%,-28%,62%[activator],-21%

25	CC1CC(C)CN(CCCNC(=O)Cn2ncn3cccc3c2=O)C1 (stereo not given)
26	Cc1ccc(C)c(C(C)NC(=S)NCc2ccc(F)cc2)c1 (stereo not given)
27	Cc1ccc(CN2[C@@H]3c4ccccc4C[C@@H]3OCCS2(=O)=O)cc1
28	CCOc1ccc(Nc2oc(-c3cccs3)nc2C#N)cc1
29	CCCCCCCCCCCC(=O)N1CC(=O)NC(=O)C1
30	O=C1CC(C(=O)NCc2ccccc2)N=C(N2CCCCC2)N1 (stereo not given)

entry no.,25,26,27,28,29,30
IL-2 act,1.3,-3.4,-3.8,-1.3,-0.9,-2.9
PTHR1 ag,?,-8%,-37%[inhibitor],i,-4%,-3%[57.5 µM]
EPAC1 antagonist,-14%,-11%,-29%,2%,-6%,3%
GLP1R cytotox,5%,?,27%,-4%,11%,-13%
GLP1R ag,-7%,-2%,5%,18%,11%,-7%
PLK1 PBD block,4%,0%,-10%,3%,-9%,-10%
PI5P4K alpha inh,nt,5,6,nt,29,2
EPAC1 agonist,5%,-10%,-4%,11%,-18%,8%
GLP-1R inv ag,1%,?,?,0%,-6%,-2%

# Full records, quoted from the list. Values in the order: IL-2 act, PTHR1 ag, EPAC1 antagonist, GLP1R cytotox, GLP1R ag, PLK1 PBD block, PI5P4K alpha inh, EPAC1 agonist, GLP-1R inv ag
# Listed for `Cc1ccc(CN2[C@@H]3c4ccccc4C[C@@H]3OCCS2(=O)=O)cc1` = -3.8, -37%[inhibitor], -29%, 27%, 5%, -10%, 6, -4%, ?
# Listed for `Cc1ccc(C)c(C(C)NC(=S)NCc2ccc(F)cc2)c1` (stereo not given) = -3.4, -8%, -11%, ?, -2%, 0%, 5, -10%, ?

# (cont.)
31	Cc1ccc(C(=O)NCCCNCCCN(C)C)cn1
32	COc1ccc(N/N=C(\C#N)C(=N)N2CCOCC2)cc1
33	CC1(C)CC(=O)/C(=C(\O)CCCN2C(=O)c3ccccc3C2=O)C(=NCCO)C1
34	CC(C(Sc1ccccc1N)c1ccccc1)[N+](=O)[O-] (stereo not given)
35	CC(C)N1CC(C(=O)Nc2cccc([N+](=O)[O-])c2)CC1=O (stereo not given)
36	OCCC1CN(Cc2cccc3c2OCO3)CCN1C1CCCC1 (stereo not given)

entry no.,31,32,33,34,35,36
IL-2 act,0.7,-0.4,-2.7,-4.6,0.1,-1.5
PTHR1 ag,i,0%,i,-16%,i,i
EPAC1 antagonist,0%,-1%,20%,-5%,-6%,9%
GLP1R cytotox,-13%,?,17%,?,-1%,-2%
GLP1R ag,-9%,-3%,0%,-2%,-1%,3%
PLK1 PBD block,-2%,-7%,?,1.9µM*,2%,-2%
PI5P4K alpha inh,nt,-8,-7,-30,1,-6
EPAC1 agonist,3%,8%,-2%,-10%,6%,2%
GLP-1R inv ag,22%,-8%,4%,9%,17%,-14%

37	O=C1c2ccccc2-c2nnc(-c3ccc(O)cc3)cc21
38	Cc1ccc(NC(=S)N(CCCN2CCOCC2)Cc2ccco2)cc1Cl
39	CC(=O)Nc1ccccc1OCC(=O)NC(C)c1ccccc1 (stereo not given)
40	COc1ccc(-c2ccc(CCC(=O)O)n2CC(C)C)cc1
41	C=C(C)COc1ccc(-c2nc(N)ncc2Oc2ccccc2OC)c(O)c1
42	CC(C)(C)C(=O)Nc1cccc(-c2nc3ccccc3[nH]2)c1

entry no.,37,38,39,40,41,42
IL-2 act,2.9,-1.1,2.6,-0.2,-0.9,0.3
PTHR1 ag,-21%,i,i,7%[57.5 µM],-20%,-14%[57.5 µM]
EPAC1 antagonist,-2%,-3%,5%,-8%,-3%,-5%
GLP1R cytotox,-10%,18%,-1%,17%,0%,-5%
GLP1R ag,-1%,8%,-3%,0%,12%,6%
PLK1 PBD block,?,-13%,-12%,-22%,-7%,-3%
PI5P4K alpha inh,-16,-5,3,nt,23,4
EPAC1 agonist,6%,8%,-2%,9%,15%,0%
GLP-1R inv ag,2%,?,-7%,0%,7%,?

43	CCC(=O)Nc1ccc(Cl)c(NC(=O)c2ccc(Br)o2)c1
44	CCOc1ccc(C(C)=O)cc1COC(=O)C1=COCCO1
45	Cc1ccccc1NC(=O)/C(C#N)=C\c1ccsc1
46	O=C(CS(=O)(=O)Cc1ccccc1)Nc1ccccc1Cl

entry no.,43,44,45,46
IL-2 act,-0.5,0.0,-1.6,-0.3
PTHR1 ag,-4%[57.5 µM],i,i,i
EPAC1 antagonist,-2%,5%,1%,-27%
GLP1R cytotox,-9%,-6%,4%,5%
GLP1R ag,1%,21%,-5%,-5%
PLK1 PBD block,-6%,-2%,-6%,2%
PI5P4K alpha inh,-2,-1,-5,4
EPAC1 agonist,1%,5%,7%,5%
GLP-1R inv ag,-5%,3%,11%,15%

# Screening data deposited in PubChem by National Center for Advancing Translational Sciences (NCATS).
